hIAP block – human IAP inhibitors, primary screen, biochemical, luminescence, uHTS; Intestinal-type alkaline phosphatase (Homo sapiens), P09923; purified IAP, CDP-Star luminescence, 30 min; inhibition, % at 10 µM; hit rate 0.12% among 330,000;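 active = inhibition reaching a set limit with compound at 10 µM in the primary screen, cut at about 35% in these data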;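 also: plate controls were DMSO wells with enzyme for no effect and no-enzyme buffer wells for full effect; values of inactives mirror those of a sister screen read the other way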
Target sequence (P09923 whole entry, looked up): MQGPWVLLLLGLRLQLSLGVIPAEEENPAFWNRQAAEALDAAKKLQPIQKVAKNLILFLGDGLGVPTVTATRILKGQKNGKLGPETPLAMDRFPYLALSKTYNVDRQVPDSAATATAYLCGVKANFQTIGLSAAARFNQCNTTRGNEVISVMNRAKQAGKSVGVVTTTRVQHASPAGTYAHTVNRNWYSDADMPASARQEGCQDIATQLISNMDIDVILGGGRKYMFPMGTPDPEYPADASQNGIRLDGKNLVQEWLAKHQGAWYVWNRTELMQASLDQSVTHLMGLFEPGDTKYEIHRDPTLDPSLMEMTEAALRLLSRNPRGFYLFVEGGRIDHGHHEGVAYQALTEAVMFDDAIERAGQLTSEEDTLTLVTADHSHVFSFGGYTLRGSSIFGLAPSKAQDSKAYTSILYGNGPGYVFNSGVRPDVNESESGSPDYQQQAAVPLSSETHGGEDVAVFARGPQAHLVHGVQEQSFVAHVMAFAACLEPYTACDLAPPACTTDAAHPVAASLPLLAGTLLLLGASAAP
SENP1 inh – human SENP1 catalytic domain inhibitors, primary screen, biochemical, FRET, uHTS; recombinant SENP1 catalytic domain, CyPet-SUMO1-YPet FRET cleavage; hit rate 0.21% among 360,000; inhibition, % at 10 µM; Sentrin-specific protease 1 (Homo sapiens), Q9P0U3; AID 624204, 2012;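 active = inhibition at least 30% at 10 µM, raw YFP signal under a set limit, fluorescence ratio 0.5 to 1.5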;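 also: 0% = enzyme with DMSO and 100% = no enzyme wells; some results filed as inactive read as strong as hits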
Target sequence (Q9P0U3 419-644 limits assumed): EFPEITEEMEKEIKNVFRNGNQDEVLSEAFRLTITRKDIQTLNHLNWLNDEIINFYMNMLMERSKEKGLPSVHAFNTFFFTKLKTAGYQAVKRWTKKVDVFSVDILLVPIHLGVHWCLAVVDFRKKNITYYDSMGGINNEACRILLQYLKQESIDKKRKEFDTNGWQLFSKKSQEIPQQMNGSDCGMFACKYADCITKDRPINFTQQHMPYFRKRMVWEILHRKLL
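Test system: hSENP1 catalytic domain, recombinant; Amount: 20 pM final SENP1 enzyme; Medium: Tris pH 8 buffer plus EDTA, NaCl, BME, BSA, NP40, catalase; Schedule: 50 min enzyme reaction, room temperature, light-protected; Technique: FRET fluorescence in CFP and YFP emission channels; Controls: no-enzyme wells low, DMSO-plus-enzyme wells high control.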
hIAP act – human IAP activators, primary screen, biochemical, luminescence, uHTS. hit rate 0.16% among 330,000. Intestinal-type alkaline phosphatase (Homo sapiens), P09923. purified human IAP, CDP-Star luminescence, 30 min; stronger effect = higher value; 1 = vehicle-only enzyme, 0 = enzyme-free background. activation factor at 10 µM;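 active = activation factor of the enzyme at least 2-fold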; also: the source names both 10 and 20 µM as test concentration; values of inactives mirror those of a sister screen read the other way
A3G deaminase – APOBEC3G DNA deaminase inhibitors, primary screen, biochemical, fluorescence, single-stranded DNA substrate, uHTS. DNA dC->dU-editing enzyme APOBEC-3G (Homo sapiens), Q9HC16. recombinant A3G, ssDNA deamination FAM/TAMRA fluorescence. inhibition, % at 20 µM. hit rate 0.28% among 330,000. AID 493012, 2011;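 active = inhibition of at least 40% at 20 µM, with no more than 30% in the related APOBEC3A deaminase screen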;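 also: plate controls were DMSO wells with A3G for no effect and wells lacking A3G enzyme for full effect; some compounds called inactive have numbers as strong as hits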
A3A deaminase – APOBEC3A ssDNA deaminase inhibitors, primary screen, selectivity assay for APOBEC3G inhibitor project, biochemical, FAM/TAMRA oligo cleavage fluorescence | recombinant A3A, FAM/TAMRA ssDNA deamination fluorescence | hit rate 0.41% among 330,000 | inhibition, % at 20 µM | DNA dC->dU-editing enzyme APOBEC-3A (Homo sapiens), P31941;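 active = at least 40% inhibition at 20 µM here, with at most 30% in a related deaminase screen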;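 also: plate controls were A3A with DMSO for no effect and wells lacking A3A enzyme for full effect; some results filed as inactive read as strong as hits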
Target sequence (P31941 whole entry, looked up): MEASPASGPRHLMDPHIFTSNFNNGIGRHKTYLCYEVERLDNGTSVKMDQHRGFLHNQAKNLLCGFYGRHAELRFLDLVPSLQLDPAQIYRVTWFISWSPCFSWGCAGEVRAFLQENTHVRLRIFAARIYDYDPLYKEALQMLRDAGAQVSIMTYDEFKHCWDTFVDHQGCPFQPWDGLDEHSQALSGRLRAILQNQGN
mIAP block – inhibitors of mouse IAP, primary screen, biochemical, luminescence, uHTS; purified mouse IAP, CDP-Star luminescence, 30 min; inhibition, % at 10 µM; hit rate 0.2% among 330,000; AID 2806, 2010;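 active = inhibition of at least 40% at 10 µM in the primary screen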;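 also: plate controls were DMSO with enzyme for no effect and no enzyme wells for full effect; values of inactives mirror those of a sister screen read the other way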
NALP3 yeast inh – NALP3 inflammasome inhibitors in reconstituted yeast, primary screen, luminescence, uHTS; hit rate 0.39% among 330,000; Yeast reconstituted NLRP3/ASC/caspase-1, beta-gal luminescence, 24 h; inhibition, % at 10 µM;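 active = inhibition of 50% or more; inactive = inhibition below 50%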;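 also: plate controls were induced DMSO wells for no effect and uninduced yeast grown without galactose for full effect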
beta cell repl – inducers of MIN6 beta-cell proliferation, primary screen, ATP luminescence, uHTS; MIN6 cells proliferation, ATPlite luminescence, 48 h; cells starved in 0.2% serum; 100% = growth in 10% serum; proliferation, % at 10 µM; hit rate 0.29% among 330,000; AID 2380, 2010;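 active = compounds whose signal lies at least 3.5 SD above the mean of all wells on their plate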;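 also: 0% = DMSO-treated cells in low-serum medium and 100% = 10% serum control; some compounds called inactive have numbers as strong as hits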
mIAP act – activators of mouse IAP, primary screen, biochemical, luminescence, uHTS. muIAP, CDP-Star luminescence, 30 min; stronger effect = higher value; 1 = vehicle-only enzyme signal, 0 = enzyme-free wells. activation factor at 10 µM. intestinal alkaline phosphatase [Mus musculus]. AID 2805, 2010. hit rate 0.24% among 330,000;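 active = activation factor of at least 2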; also: the source names both 10 and 20 µM as test concentration; values of inactives mirror those of a sister screen read the other way
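System: Mouse IAP enzyme | Also added: CDP-Star substrate | Dosing: Compounds dispensed in DMSO | Schedule: 30 min enzyme-substrate-compound incubation at room temperature | Technique: Chemiluminescence readout | Control set: DMSO-only wells and no-enzyme negative control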
Active calls of the source: *; x = not tested or not shown. The list is partial; rates above refer to the full screens.

structure	hIAP block	SENP1 inh	hIAP act	A3G deaminase	A3A deaminase	mIAP block	NALP3 yeast inh	beta cell repl	mIAP act
Cc1cc(NC(=O)C(C)C)ncc1NC(=O)c1ccccn1	9	4	0.91	-7	-2	9	5	3	0.91
CN(C)S(=O)(=O)c1cccc(NC(=O)COc2ccc3ccccc3c2)c1	18	3	0.81	-10	-8	-31	17	-7	1.3
O=C(NCC1CCCO1)C1CCN(C2CCN(C3CCCCCC3)CC2)CC1 (configuration not stated)	-3	-15	1	-6	3	-3	9	-3	1
CC(=O)c1c(N2CCOCC2)nc(=O)n(-c2ccccc2)c1C	1	-1	0.99	0	5	-2	9	-2	1
C/C(CCN1CCc2nc(-c3ccccc3)c(-c3ccccc3)cc2C1)=N\O[C@@H](C)c1cc(-c2c(C)cc(C)cc2C)no1	6	1	0.94	-4	-3	4	5	-8	0.96
CC12CCC(=O)N1C(C(=O)Nc1nc(-c3ccccc3Cl)cs1)CS2 (configuration not stated)	2	1	0.97	-6	-2	4	16	-7	0.96
Cc1nc(C2CCC3C4CCC5=CC(=O)CC[C@]5(C)C4CC[C@]23C)cs1 (some centres not stated)	11	x	0.89	-8	-3	6	-5	-5	0.94
Cc1cc(C)c2ccc(=S)[nH]c2n1	-3	-2	1	9	4	10	-9	3	0.9
O=C(O)CNC(=O)CC1S/C(=N/N=C2\CSC(=O)N2)NC1=O (configuration not stated)	-12	1	1.1	-5	-1	20	13	-3	0.8
COc1ccc(C(CNC(=O)c2oc3c(Cl)cccc3c2C)N2CCCC2)cc1 (configuration not stated)	17	-3	0.83	0	-1	-9	22	-7	1.1
COc1ccc(N(CC(=O)NCc2ccncc2)S(=O)(=O)c2ccccc2[N+](=O)[O-])c(OC)c1	-24	1	1.2	-5	-3	3	4	-1	0.97
COc1cc(/C=C(/NC(=O)c2ccccc2)C(=O)Nc2cccc(O)c2)c([N+](=O)[O-])cc1OC	-8	3	1.1	1	3	3	12	1	0.97
O=C(CSc1nnc(CNC(=O)c2ccc(F)cc2)o1)NCc1ccc2c(c1)OCO2	19	3	0.81	0	2	5	17	2	0.95
O=C(COC(=O)c1cc(Cl)nc(Cl)c1)NC1CCCCCC1	9	2	0.91	4	17	14	5	0	0.86
COc1ccc(/C=C2/SC(=S)N(CCCC(=O)Nc3ccc(O)cc3)C2=O)cc1	16	-13	0.84	-8	0	15	1	-4	0.85

(more compounds)
structure	hIAP block	SENP1 inh	hIAP act	A3G deaminase	A3A deaminase	mIAP block	NALP3 yeast inh	beta cell repl	mIAP act
COc1cccc(NC(=S)N(Cc2cccc(Br)c2)CC2CCC(C(=O)O)CC2)c1 (configuration not stated)	-20	3	1.2	-3	3	11	12	0	0.89
O=C(CN1CCN(C(=O)c2ccc(OCc3cn4ccccc4n3)cc2)CC1)Nc1cccc(F)c1	-10	-4	1.1	13	3	-4	21	-3	1
CC(=O)N1c2ccc(S(=O)(=O)NCCC(=O)NCc3ccc(N(C)C)cc3)cc2CC1C (configuration not stated)	-35	-2	1.3	-1	-2	5	14	1	0.95
COc1ccc(CN2CCc3ccccc3C2)c(OC)c1OC	-7	-3	1.1	7	-3	5	15	1	0.95
O=C(NN1C(=O)C2C3C=CC(O3)C2C1=O)c1ccccc1 (configuration not stated)	7	1	0.93	3	2	14	14	-3	0.86
c1ccc(NC2=Nc3cccc4cccc2c34)cc1	4	74*	0.96	0	2	6	38	-5	0.94
CCC(=O)c1ccc(OCc2ccc(C(=O)c3ccccc3)cc2)cc1	7	0	0.93	-6	-3	12	4	-6	0.88
CSCCC(N=CC1=C(O)CC(C)(C)CC1=O)C(=O)O (configuration not stated)	6	3	0.94	-8	-12	-4	8	-1	1
NC(=O)CC(NC(=O)c1ccc(Br)cc1)c1ccc(N2CCN(c3ccc(F)cc3)CC2)c([N+](=O)[O-])c1 (configuration not stated)	-20	2	1.2	-18	-4	3	13	-7	0.97
C=CCn1c(SCC(=O)N(CCOC)c2c(N)n(CCCC)c(=O)[nH]c2=O)nnc1-c1ccc(Cl)cc1	-13	0	1.1	-11	1	-5	20	2	1.1
COc1cccc2c(Cl)c(CCCl)c(C)nc12	2	2	0.98	0	-4	-18	8	2	1.2
Cc1ccc(/C=C2\SC(=S)N(c3c(C)n(C)n(-c4ccccc4)c3=O)C2=O)cc1	15	4	0.85	2	3	10	7	-3	0.9
CN(C(=O)Nc1ccccc1)n1cnc2ccccc2c1=O	-1	4	1	-5	1	3	16	2	0.97
Cc1ccc(C)c(S(=O)(=O)N2CCN(C(=O)C(C)Sc3ccccc3)CC2)c1 (configuration not stated)	-14	0	1.1	-9	-2	2	6	-1	0.98
COC(=O)\C(C(C)=O)=C(/C=C/C=C/C=C/N(C)C)N(C)C	-19	-4	1.2	75	86	13	11	-3	0.87

(further entries)
structure	hIAP block	SENP1 inh	hIAP act	A3G deaminase	A3A deaminase	mIAP block	NALP3 yeast inh	beta cell repl	mIAP act
Cc1noc(C)c1COC(=O)c1csc2c1CCCC2	-5	1	1	-10	0	-2	29	-1	1
CCN/N=C(\Cc1nc2ccccc2[nH]1)c1ccccc1	-20	-63	1.2	0	4	0	14	-2	1
C=C(C)C1CC=C(C)/C(=N/NC(=O)c2cccs2)C1 (configuration not stated)	8	-1	0.93	-2	3	-10	23	-3	1.1
CS(=O)(=O)n1nc(-c2ccc(Cl)cc2)nc1SCc1ccccc1	1	3	0.99	-3	2	3	25	-4	0.97
O=C(NCCN1CCOCC1)C1CCCN(S(=O)(=O)c2ccc(F)cc2)C1 (configuration not stated)	-32	1	1.3	-6	-5	3	2	-2	0.97
S=C(NCCc1ccccn1)Nc1cccc(Cl)c1	15	-1	0.85	-5	-1	-4	13	0	1
Cc1ccc(NC(=O)c2ccc3c(c2)CCN3S(C)(=O)=O)c(C)c1	10	0	0.91	-1	7	-7	25	-1	1.1
CCOC(=O)c1c(C)[nH]c(C(=O)OCc2ccccc2)c1C	35	-6	0.65	15	5	-17	19	5	1.2
O=C(CCCOc1ccc(Cl)cc1Cl)Nc1ccc(O)cc1C(=O)O	6	5	0.94	-7	-4	18	11	-2	0.82
COc1ccc(O)c(CN2CCC(n3nccc3NC(=O)c3ccccc3Cl)CC2)c1	18	0	0.82	-3	-2	-6	21	-3	1.1
Cc1cnc(C(=O)Nc2ccc(C)c(S(=O)(=O)N3CCCCC3)c2)cn1	2	1	0.98	-3	2	20	10	2	0.8
Cn1c(=O)c2[nH]c(SCC(=O)c3ccc(F)cc3)nc2n(C)c1=O	-8	-27	1.1	-2	1	0	7	-1	1
COc1ccc2c(OC)c3ccoc3nc2c1OC	-3	-1	1	-4	2	10	30	3	0.9
CC(=O)c1c(OCC(=O)O)ccc2c(C)cc(=O)oc12	0	-1	1	15	5	-8	25	-2	1.1
COc1ccc(/C=N/NC(=O)CSCc2ccc([N+](=O)[O-])cc2)cc1OC	15	1	0.85	0	-1	-7	12	0	1.1

Some values from the entries so far.
NALP3 yeast inh result of `O=C(NCC1CCCO1)C1CCN(C2CCN(C3CCCCCC3)CC2)CC1` (configuration not stated) stands at 9
SENP1 inh result of `O=C(O)CNC(=O)CC1S/C(=N/N=C2\CSC(=O)N2)NC1=O` (configuration not stated) stands at 1

Next records:
structure	hIAP block	SENP1 inh	hIAP act	A3G deaminase	A3A deaminase	mIAP block	NALP3 yeast inh	beta cell repl	mIAP act
CCCC(=O)N(CCN1CCOCC1)c1nc2c(OCC)cccc2s1	-26	0	1.3	-4	-2	5	7	-2	0.95
CSc1ccccc1NC(=O)CN(C)CC(=O)c1c(C)[nH]c2ccccc12	-34	-1	1.3	-1	3	-17	3	1	1.2
COc1ccc(Nc2nc(N)nc(CN3CCc4ccccc4C3)n2)cc1	4	-3	0.96	0	1	-8	-1	-3	1.1
Cc1ccccc1C(=O)O/N=C1\CCS(=O)(=O)c2sccc21	-13	4	1.1	-3	0	-6	14	1	1.1
COc1cccc(Cn2c(=O)c3[nH]cnc3n(-c3ccccc3C)c2=O)c1	10	1	0.9	0	4	4	15	14*	0.96
C=CCN1C(=O)/C(=C\c2cc(Br)c(OCc3ccccn3)c(OC)c2)SC1=S	6	3	0.94	-5	-2	4	4	-5	0.95
CC(C)c1cc(C(C)C)c(S(=O)(=O)N2c3ccccc3[C@@]3(Br)C[C@H]4C(=O)N[C@@H](Cc5ccccc5)C(=O)N4[C@@H]23)c(C(C)C)c1	-11	x	1.1	0	1	3	15	-7	0.97
Cc1nnc(SCC(=O)Nc2ncc(Cc3ccc(F)cc3)s2)n1N	-7	3	1.1	-3	-2	12	14	3	0.88
CC(C)c1ccc2c(c1)C(N1CCNCC1)Cc1ccc(F)cc1S2 (configuration not stated)	9	x	0.91	-3	1	13	21	-4	0.87

Screening data deposited in PubChem BioAssay by Sanford-Burnham Center for Chemical Genomics.
